Screening results: PubChem, Broad Institute
XiGFP reactiv = X-chromosome reactivation activator; activation, % at 7.58 µM; XiGFP mouse fibroblasts, % GFP-positive cells imaging, 3 d; cells co-treated with 5-aza-dC sensitizer; scaled so ellipticine positive control = 100%; hit rate 0.055% among 360,000; AID 743238;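 active = mean normalized replicate activation at least 10% and every replicate at or above 10%; inconclusive = only one of the two criteria met; inactive = mean below 10% and not all replicates reach 10%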;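 note: 0% = median of on-plate neutral control wells and 100% = ellipticine 6 µM median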
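System: XiGFP fibroblasts, SV40-immortalized. Medium: DMEM plus 5-aza-dC sensitizer. Doses: single point. Timing: 3 d treatment, 15 min room-temperature fixation. Control set: ellipticine 6 µM.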
GSIS activator = GLuc luminescence reporter in INS-1E cells, primary screen for activators of glucose-dependent secretion of insulin; INS-1E GLuc reporter insulin secretion, 2-3 h; activation, % at 16.6 µM; hit rate 0.61% among 370,000;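 active = lowest replicate activation of at least 40%, so every replicate reaches that level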;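 note: 0% = median of neutral control wells and 100% = median of IBMX positive control wells; some compounds called inactive have numbers as strong as hits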
F508del corr = correctors of CFTR F508del function in bronchial epithelial cells. CFBE cells, YFP halide quenching; stimulated with forskolin plus potentiator P3; % fluorescence drop versus neutral controls. activity (quench increase), % at 7.58 µM. hit rate 0.36% among 350,000. AID 720511;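 active = mean added fluorescence quench of at least 8% versus neutral control, with both replicates also reaching 8%; inconclusive = only one of the mean or replicate conditions met; inactive = mean below 8% and not both replicates reaching 8%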;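 note: cells transiently co-express mutant CFTR-F508del with the halide-sensitive YFP; corrector assay measuring rescue of mutant channel to the surface after 24 h compound exposure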
ARNT TACC3 PPI = ARNT/TACC3 interaction disruption | hit rate 0.66% among 390,000 | inhibition, % at 9.99 µM | Q9Y6A5 | AlphaScreen His-ARNT PAS-B/GST-TACC3 binding, luminescence; TACC3 fragment carries E629A point mutation | AID 623870;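 active = mean inhibition of replicates at least 50% and at least half of replicates each reaching 50%; inconclusive = half or more replicates reach 50% but mean below 50%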;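 note: 0% = complete ARNT plus TACC3 wells and 100% = ARNT alone without TACC3; many hits fall short of the cut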
ERp5 inh = ERp5 (human) disulfide isomerase inhibition. Q15084. ERp5 insulin aggregation, absorbance 650 nm, 90 min. inhibition, % at 9.99 µM. hit rate 0.05% among 350,000. AID 651711;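 active = mean replicate inhibition above about 25%, with every replicate also reaching it, limit read from the data, passing the limit was not always enough; inconclusive = only one of those two criteria met; inactive = neither criterion met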
Target sequence (Q15084 whole entry, looked up): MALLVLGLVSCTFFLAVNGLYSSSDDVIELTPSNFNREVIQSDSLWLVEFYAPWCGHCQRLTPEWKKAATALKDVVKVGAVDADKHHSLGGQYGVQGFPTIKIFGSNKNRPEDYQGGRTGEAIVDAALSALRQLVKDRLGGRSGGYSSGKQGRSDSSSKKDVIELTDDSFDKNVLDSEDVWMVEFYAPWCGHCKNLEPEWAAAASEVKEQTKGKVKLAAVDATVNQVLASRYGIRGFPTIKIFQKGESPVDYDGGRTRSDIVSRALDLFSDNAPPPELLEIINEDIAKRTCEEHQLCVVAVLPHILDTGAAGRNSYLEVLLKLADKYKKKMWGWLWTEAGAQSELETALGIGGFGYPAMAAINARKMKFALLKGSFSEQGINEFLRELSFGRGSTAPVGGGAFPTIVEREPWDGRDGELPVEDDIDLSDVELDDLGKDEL
DENV2 CPE = inhibitors of DENV2 cytopathic effect; hit rate 1.7% among 350,000; CPE inhibition, % at 9.99 µM; AID 651640; DENV2-infected cells, cytopathic effect rescue, plate reader; in the data active = CPE inhibition above about 20%, passing the limit was not always enough; inconclusive = no clear call, values can overlap the other calls; tested in BHK-21 cells;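 note: 0% = median of neutral control wells and 100% = median of positive control wells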
EWS-Fli block = inhibitors of EWS/Fli oncoprotein transcriptional activity | A673 NR0B1-luciferase reporter, viability-normalised | inhibition, % at 12.6 µM | hit rate 0.67% among 350,000;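 active = mean inhibition of at least 50% after viability correction, with every replicate also passing that limit; inconclusive = mean reaches 50% but only one of two replicates passes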;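 note: firefly luciferase signal divided by Alamar Blue viability fluorescence both relative to DMSO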
PAX8 inh HTS = lowers PAX8-driven luciferase in RMG-I cells | RMG-I TPO-luciferase reporter, SteadyGlo, 24 h | inhibition, % at 12.6 µM | hit rate 1.2% among 360,000 | AID 652154;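 active = mean replicate inhibition at least 60% with every replicate also reaching 60%; inconclusive = only one of the two criteria is met; inactive = mean below 60% and not all replicates reaching 60%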;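 note: luciferase light reporting Pax8 driven TPO promoter activity; plate controls were median of neutral control wells for no effect and mitoxantrone controls for full effect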
* marks the source's active call; other numbers are inactive results; ? = inconclusive; · = not tested or not shown.

Every second line gives: XiGFP reactiv	GSIS activator	F508del corr	ARNT TACC3 PPI	ERp5 inh	DENV2 CPE	EWS-Fli block	PAX8 inh HTS
CN(C(=O)CCNC(=O)Cn1ccc2ccccc2c1=O)c1ccc(Br)cc1
  -0.1	13	1.9	0	-3	4	7	-12
C[C@@H]1CCCCO[C@@H](CN(C)C(=O)C2CCCCC2)[C@@H](C)CN([C@@H](C)CO)C(=O)c2cc(NS(=O)(=O)c3ccc(Cl)cc3)ccc2O1
  -0.2	-13	4.4	4	-2	-4	8	32
CCN1[C@@H]2c3ccc(C4=CCCCC4)c(=O)n3C[C@H]1[C@H](CO)[C@H]2C(=O)NCCc1ccncc1
  -0.1	-3	1.2	-12	-1	-5	-3	·
COc1ccc(-c2nnc(SCC(=O)N/N=C/c3ccccc3C(=O)O)n2-c2ccccc2)cc1
  0.1	1	-5.6	3	-1	9	9	8
COc1ccc(/C=C2\Oc3cc(OCC(=O)N4CCC[C@H]4C(=O)O)ccc3C2=O)c(OC)c1OC
  ·	-8	-5.9	2	3	-15	-9	·
CCN(CC)S(=O)(=O)c1ccc(/C=C/C(=O)OCC(=O)Nc2cccc3ccccc23)cc1
  -0.2	3	·	-9	-2	-3	-13	-7
C=CC[C@H]1C=C[C@@H](C(C(=O)OC)C(=O)OC)CN1C(C)=O
  0.0	10	3.5	57*	7	-1	1	-22
Nc1c(C(=O)c2ccccc2)oc2ccc([N+](=O)[O-])cc12
  0.0	-35	-0.4	14	-13	-4	-80	-103
Cc1cc(OCc2cc(C(=O)N(C)CCOc3ccccc3)no2)cc(C)c1Cl
  0.0	-4	0.2	-8	-4	-5	1	-11
COc1ccc(NC(=O)Nc2ccc3c(c2)C(=O)N([C@@H](C)CO)C[C@@H](C)[C@@H](CN(C)C(=O)Nc2ccc(F)cc2)O3)cc1
  -0.2	2	0.5	25	-3	-11	-7	-2
CCCC#Cc1ccc([C@@H]2[C@@H](CO)N3C(=O)CN(C(=O)NCCC)C[C@@H]23)cc1
  0.0	-15	4.1	·	7	0	2	-5
CCOC(=O)c1ccc(NC(=S)N2CCN(CCO)CC2)cc1
  0.1	-3	-2.0	2	-2	4	-2	8
NCCSc1c(-c2ccc(Cl)cc2)[nH]c2ccccc12
  0.0	12	-4.4	-4	9	2	-3	11
Cc1cccc(C(=O)Nc2ccc3ccccc3c2)c1
  0.3	-13	0.9	-2	-1	-3	-48	-106
O=C(C[C@@H]1C=C[C@H](NS(=O)(=O)c2ccc(F)cc2)[C@H](CO)O1)NC1CCC1
  -0.4	2	-0.7	-28	4	-11	0	5
CC1=C(C(=O)N2CCCCCC2)CC(CC(=O)NCC2CCCCC2)C(=O)N1Cc1ccccc1 (configuration not stated)
  0.1	-15	-2.8	·	-6	-1	1	1
C[C@@H](NC(=O)C[C@@H]1CC[C@@H]2[C@@H](COc3ccc(NC(=O)C4CCOCC4)cc3C(=O)N2C)O1)c1ccccc1
  0.0	6	2.0	·	·	·	-3	-2
O=C(C[C@@H]1C[C@H]2c3cc(NC(=O)Cc4ccncc4)ccc3O[C@H]2[C@@H](CO)O1)NCc1cccc(F)c1
  0.0	-9	3.2	5	-3	12	17	4
OC(CCCC(O)c1ccccc1)c1ccccc1 (configuration not stated)
  0.0	0	1.0	-2	1	1	3	-23
O=C(N[C@H]1CC[C@H](CCn2cc(Cc3ccccc3)nn2)O[C@H]1CO)c1cnccn1
  0.3	21	-2.2	·	·	·	-1	7
COc1cccc(-c2ccc(C3[C@H]4CNC[C@@H]3N4CC3CCCCC3)cc2)c1 (some centres not stated)
  0.0	2	4.8	·	-5	0	6	·
COc1ccc2c(c1)C(c1ccccc1)=NNC(c1ccco1)=N2
  ·	16	-2.1	4	-2	3	5	·
CC(C)(C)NC(=O)C(c1cccc2ccccc12)n1c(=O)c(-c2ccccc2)nc2ccccc21 (configuration not stated)
  -0.2	33	1.0	·	-5	27*	15	15
O=C(C/C=N\OCc1ccc([N+](=O)[O-])cc1)Nc1ccc(F)cc1F
  0.1	-5	1.0	0	-3	-1	4	-7
CNC(=S)N/N=C/c1ccc(OCC(=O)Nc2c(C)cc(C)cc2C)c(OC)c1
  -0.1	12	·	1	·	·	·	32
O=C(Nc1c2c(nn1-c1ccc([N+](=O)[O-])cc1)CS(=O)(=O)C2)c1ccccc1F
  -0.2	14	0.3	-1	-9	8	·	-17
Cc1ccc(CSc2nc3c(c(=O)[nH]c(=O)n3C)n2CCC(C)C)cc1
  0.1	9	0.2	-15	2	16	10	12
C[C@@H]1CN([C@@H](C)CO)C(=O)c2cccc(NC(=O)c3cnccn3)c2O[C@H]1CN(C)C(=O)NC1CCCCC1
  0.1	3	1.2	-3	0	-6	-1	-17
CNc1c(NS(=O)(=O)c2ccc(C3CCCCC3)cc2)c(=O)oc2ccccc12
  0.2	-9	0.9	-15	5	16	-2	-13
OCCN(Cc1ccccc1)C(=S)Nc1ccc(F)cc1
  0.2	-9	-2.4	11	0	6	-3	-6
COc1cccc(NC(=O)CNC(=O)c2ccc([N+](=O)[O-])cc2)c1
  0.1	1	-0.4	32	-10	-2	3	-1
CO[C@@H]1CN(C)C(=O)c2cc(NC(=O)c3cc(C)on3)ccc2OC[C@H](C)NC[C@@H]1C
  0.1	2	1.4	5	3	4	-6	1
CCOC(=O)c1cc(NC(=O)C2C3C=CC(O3)C2C(=O)O)cc(C(=O)OCC)c1 (configuration not stated)
  0.1	-1	-3.4	-1	0	7	-43	-7
CCCS(=O)(=O)NC(=O)C1(C)CCCN(C(=O)c2cc(OC)c(OC)c(OC)c2)C1 (configuration not stated)
  0.0	-1	2.9	·	-1	-1	-6	9
O=C(CN1C(=O)/C(=C2\SC(=S)N(CCS(=O)(=O)O)C2=O)c2ccccc21)Nc1cccc(Br)c1
  0.2	-2	-3.5	·	0	2	2	-2
O=NN(CCCl)C(=O)NCCCl
  0.0	·	0.6	-8	-4	-5	2	-5
CCOC(=O)c1c(-c2ccc(OC)cc2)csc1/N=C/C1C(=O)CCCC1=O
  0.0	-4	-5.7	5	-2	1	-1	36
CCN(Cc1ccccc1)C(=O)C1CCC(CNc2c(N3CCOCC3)c(=O)c2=O)CC1 (configuration not stated)
  0.2	4	-0.6	7	9	2	3	-1
O=C(C[C@@H]1C=C[C@@H](NC(=O)Nc2ccc(F)cc2)[C@H](CO)O1)NCCN1CCCC1
  0.5	1	0.9	-10	1	6	-1	-5
Cc1ccc(S(=O)(=O)N2C[C@H]3C(=O)C[C@@H](c4ccccc4)N(S(=O)(=O)c4ccc(C)cc4)[C@H]3C[C@H]2c2cccc(Cl)c2)cc1
  0.4	2	-2.5	·	5	5	11	28
Cc1noc(C)c1C(=O)OC(C)C(=O)Nc1ccc(S(=O)(=O)NC(C)C)cc1 (configuration not stated)
  0.1	12	·	-1	·	·	·	-4
COc1ccccc1-c1noc(CCC(=O)Nc2ccccc2Cl)n1
  ·	-4	-1.3	4	-3	12	1	·
CC(C)c1ccc(CN2C(=O)NC3(CCCCCC3)C2=O)cc1
  0.0	-37	-0.7	-6	5	1	13	6
C[C@H]1CN([C@@H](C)CO)C(=O)c2cccc(NC(=O)NC3CCCCC3)c2O[C@H]1CN(C)Cc1ccccc1
  0.0	-11	-1.5	-13	4	-5	0	2
N#C[C@@H]1[C@H](c2ccccc2)[C@H](CO)N1S(=O)(=O)c1ccc(-c2ccccc2)cc1
  0.2	-16	1.0	-4	-1	-14	15	20
CC(C)Cc1nnc(N)s1
  0.2	2	-4.4	-14	-12	0	2	-2
Cc1cccc(CS(=O)(=O)c2ncc(Cl)c(C(=O)Nc3ccc(F)cc3)n2)c1
  2.3	45*	1.0	-3	-4	3	61*	96*
COc1ccccc1CC(=O)NC1CCCc2ccccc21 (configuration not stated)
  0.0	1	-1.4	·	-7	0	4	0
O=c1ccc(-c2ccccc2)nn1Cc1ccccc1
  0.0	6	-0.6	-4	-1	-5	-10	-32
CO[C@@H]1CN(C)C(=O)c2cc(NC(=O)C3CC3)ccc2OC[C@@H](C)N(C)C[C@H]1C
  -0.1	16	0.4	-6	-8	-1	-2	-7
CCCc1cc(C(N)=O)c(NC(=O)c2ccoc2C)s1
  ·	-3	-1.3	11	1	1	-26	·
CC(C)NC(=O)C1CCN(C2CCN(CC3CC=CCC3)CC2)CC1 (configuration not stated)
  0.1	1	0.9	·	3	2	5	8
CCn1c(=O)cc(OCC(=O)NCc2ccc(C)o2)c2ccccc21
  ·	-16	·	0	9	·	·	-8
CCOC(=O)c1c(-c2ccccc2)oc2ccc(OCC(O)CNCCN(C)C)cc12 (configuration not stated)
  0.0	220	-1.0	42	0	5	22	36
CCn1c(C)nnc1SCC(=O)Nc1ccc(N2CCOCC2)cc1
  -0.1	2	2.2	4	-1	-6	-2	-9
CC(C)N1CCC(N2CCN(Cc3cc4c(cc3Cl)OCO4)CC2CCO)CC1 (configuration not stated)
  0.0	-1	·	-4	4	3	5	7
O=C(CCNC(=O)c1ccc(Br)cc1)NCc1ccccn1
  -0.1	16	1.6	4	0	-2	5	3
Cc1nnc(SCc2nc3scc(-c4ccccc4)c3c(=O)[nH]2)s1
  -0.2	-2	-1.5	0	5	4	-4	-9
NC(=O)NC(Cc1ccccc1)C(=O)NCCCSc1ccccc1 (configuration not stated)
  0.0	20	0.1	8	10	3	-3	3
CCN1CCN(CCCOc2ccccc2-c2ccccc2)CC1
  0.0	20	-1.4	-3	-1	·	0	5

The results go on.
Every second line gives: XiGFP reactiv	GSIS activator	F508del corr	ARNT TACC3 PPI	ERp5 inh	DENV2 CPE	EWS-Fli block	PAX8 inh HTS
NS(=O)(=O)c1ccc(N/N=C2/CCCCC2C2CCCCC2)c([N+](=O)[O-])c1 (configuration not stated)
  0.0	·	·	8	?	17	18	12
COc1cc(CNC2CCCC2)cc(Cl)c1OCc1ccccc1Cl
  ·	·	2.8	4	0	·	25	·
COc1cc(OC)nc(-n2ncc(Br)c(Br)c2=O)n1
  1.2	130	·	-20	-4	-1	48	108*
O=C(NCC[C@H]1CC[C@H](NC(=O)C2CCC2)[C@@H](CO)O1)c1cc(Cl)cc(Cl)c1
  -0.3	1	-1.6	0	21	-9	6	16
C=CCN(C(=O)Cc1cccs1)c1nc(-c2ccc(S(C)(=O)=O)cc2)cs1
  0.0	-4	0.1	·	1	-6	-46	37
Cc1ccc(OCC(=O)Nc2ccc(C)c(S(=O)(=O)N3CCCCC3)c2)c([N+](=O)[O-])n1
  0.1	-30	·	-7	·	·	·	8
O=C(CN1CCOCC1)NCC[C@@H]1CC[C@@H](NC(=O)Nc2ccccc2)[C@H](CO)O1
  -0.5	7	0.6	-9	-5	-1	-3	-2
Nc1ccccc1SC(CC(=O)c1ccccc1)c1cccc([N+](=O)[O-])c1 (configuration not stated)
  0.4	-17	-8.2	·	5	-4	1	-65
O=C(C[C@H]1CC[C@@H]2[C@H](COC[C@H](O)CN2C(=O)Cc2ccccc2)O1)NC1Cc2ccccc2C1
  -0.1	-6	0.0	-8	·	0	-122	13
Cn1c(N)c(C(=O)CSc2n[nH]c(-c3ccccc3)n2)c(=O)n(C)c1=O
  0.0	-7	2.8	·	8	-7	-5	3
